Screening results as filed in PubChem BioAssay.
Keap1 Nrf2 FP = disrupts human Keap1 binding to Nrf2 peptide; Q14145; Keap1 Kelch-Nrf2 peptide fluorescence polarization, 1536-well; inhibition, % at 9.4 µM; hit rate 0.15% among 340,000; AID 504523; in the data active = inhibition above about 12%; inconclusive = no clear call, values can overlap the other calls; inactive = below about 7.3%;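 note: human Keap1 Kelch domain with fluorescein labeled Nrf2 9mer peptide probe; 0% = neutral control wells and 100% = peptide positive control; higher means more block of Keap1 binding to Nrf2 peptide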
Wnt bcat act = activates Wnt/beta-catenin signaling in a reporter cell assay; activator, plate reader; activation, % at 9.35 µM; hit rate 1.2% among 300,000; in the data active = activation above about 30%, passing the limit was not always enough; inconclusive = no clear call, values can overlap the other calls;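 note: 0% = neutral control wells and 100% = positive control wells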
RTF Ca sens act = increases calcium sensitivity of human cardiac regulated thin filaments. AID 493008. IANBD-labeled TnC RTF fluorescence at EC20 calcium; 0% EC20 calcium, 100% full calcium. P19429+P45379. hit rate 0.24% among 340,000. activation, % at 7.2 µM;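 active = activation above the mean over all tested compounds plus 3 SD, cut at about 30% in these data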;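 note: rise in fluorescence read as greater calcium sensitivity of cardiac thin filaments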
Cardiac RTF inh = cardiac RTF calcium desensitization | P19429+P45379 | hit rate 0.12% among 340,000 | AID 493244 | inhibition, % at 7.15 µM | IANBD-labeled cardiac RTF, Ca2+ fluorescence;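 active = inhibition above the mean inhibition of all tested compounds plus 3 SD, cut at about 17% in these data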;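 note: assay run at fixed EC70 calcium of 1.6 mM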
OPRM1-OPRD1 inv = inverse agonist of human OPRM1-OPRD1 heterodimerization. P35372+P41143. cell-based MOR-DOR heterodimer luminescence, inverse agonism. inhibition, % at 9.3 µM. hit rate 0.21% among 340,000. AID 504357; in the data active = inhibition above about 22%, passing the limit was not always enough;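 note: 0% = cells with DMSO and 100% = wells without cells with DMSO; values of inactives mirror those of a sister screen read the other way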
Target sequence (P35372 whole entry, looked up): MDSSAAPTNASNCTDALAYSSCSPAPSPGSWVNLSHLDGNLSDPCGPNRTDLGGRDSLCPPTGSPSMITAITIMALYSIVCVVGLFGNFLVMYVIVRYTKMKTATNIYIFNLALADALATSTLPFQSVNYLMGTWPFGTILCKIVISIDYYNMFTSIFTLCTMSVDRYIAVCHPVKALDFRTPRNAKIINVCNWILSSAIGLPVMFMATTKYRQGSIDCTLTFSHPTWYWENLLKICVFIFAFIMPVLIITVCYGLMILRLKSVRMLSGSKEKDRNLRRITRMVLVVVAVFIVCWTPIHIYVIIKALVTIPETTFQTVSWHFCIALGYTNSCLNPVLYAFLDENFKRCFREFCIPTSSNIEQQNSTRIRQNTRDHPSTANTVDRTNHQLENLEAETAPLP
Target sequence (P41143 whole entry, looked up): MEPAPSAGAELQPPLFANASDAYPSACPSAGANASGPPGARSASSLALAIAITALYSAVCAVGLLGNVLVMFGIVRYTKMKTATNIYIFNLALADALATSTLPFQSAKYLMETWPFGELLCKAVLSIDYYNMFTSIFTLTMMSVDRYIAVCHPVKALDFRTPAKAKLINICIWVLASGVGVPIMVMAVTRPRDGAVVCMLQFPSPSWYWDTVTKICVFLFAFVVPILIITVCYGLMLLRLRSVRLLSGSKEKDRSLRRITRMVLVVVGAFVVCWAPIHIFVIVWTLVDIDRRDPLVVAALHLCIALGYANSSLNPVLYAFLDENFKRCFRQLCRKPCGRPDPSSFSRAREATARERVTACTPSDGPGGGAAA
DSG3 Ab inh = blocks pemphigus antibody binding to human desmoglein-3; hit rate 0.48% among 310,000; binding (percent of control), % at 10 µM; P32926; DSG3-coupled beads, scFv-anti-DSG3-GFP binding, flow cytometry; stronger effect = lower value; AID 588358;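 active = binding more than 3 SD below its plate's average and above zero; inconclusive = below that plate limit but binding exactly zero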; note: some compounds called inactive have numbers as strong as hits
C-LANA FP = KSHV C-LANA DNA binding inhibition; inhibition, % at 9 µM; MBP-C-LANA/FAM-LBS DNA binding, fluorescence polarization; hit rate 0.078% among 340,000;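 active = highest replicate inhibition at or above 60% at 9 µM, even if other replicates fall short; inactive = all replicates below 60% inhibition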;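 note: 0% = neutral control wells and 100% = 4 µM acridine orange control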
Arrestin-AP2 inh = blocks beta-arrestin peptide binding to AP2 adaptin; inhibition, % at 10 µM; hit rate 0.31% among 340,000; FITC-arrestin peptide / GST-AP2 beads, flow cytometry; AP2 beta2 appendage carries R879A mutation;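 active = inhibition above a set limit, near 3 SD of compounds lacking own fluorescence, cut at about 54% in these data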;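 note: plate controls were DMSO wells for no effect and 5 µM unlabelled arrestin peptide for full effect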
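Material – AP2 appendage R879A on GSH beads · Buffer or medium – PBS with 0.05% Tween 20 and 0.1% BSA · Probe or stimulus – fluorescein-tagged arrestin peptide at 50 nM final · Incubation – compound with beads 12 min RT, then probe 1 h RT · Detection – high-throughput flow cytometry of beads, ex 488, em 535 nm · Evaluation – percent response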
V-ATPase pHluor = regulators of yeast V-ATPase proton transport | S. cerevisiae, pHLuorin cytosolic pH fluorescence | response, % at 10 µM | hit rate 0.37% among 350,000 | AID 504577; in the data active = response mostly above about 7.3%, no sharp cut-off; inactive = mostly below about 5.4%; note: actives read high; inactives centre near 0; some compounds called inactive have numbers as strong as hits; reference of the scale not given here
MOR-DOR ag = OPRM1-OPRD1 heterodimerization agonism; cells, luminescence; activation, % at 9.3 µM; AID 504326; P35372+P41143; hit rate 0.3% among 340,000; in the data active = activation above about 18%;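 note: 0% = vehicle-treated cells and 100% = reference agonist; values of inactives mirror those of a sister screen read the other way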
The depositor's hits bear a star; ? = inconclusive; nt = no result given.

SMILES	Keap1 Nrf2 FP	Wnt bcat act	RTF Ca sens act	Cardiac RTF inh	OPRM1-OPRD1 inv	DSG3 Ab inh	C-LANA FP	Arrestin-AP2 inh	V-ATPase pHluor	MOR-DOR ag
O=S(=O)(NCc1ccccc1)c1ccc(S(=O)(=O)N2CCCCC2)cc1	-1	nt	4	-4	0	97	0.7	-2	-2	0.0
COc1cccc(C2CC(c3ccccc3)n3ncnc3N2)c1 (centres undefined)	-6	-3	23	-12	-12	112	-3.0	-3	-3	2.4
CCOC(=O)C1CCCN(c2c(NCCN3CCCCC3C)c(=O)c2=O)C1 (centres undefined)	2	1	-1	-6	-7	106	-1.2	1	-3	1.3
O=S(=O)(NC1CCCCC1)c1cccs1	3	-1	-4	-3	6	91	-0.1	-7	-2	-0.9
CCOC(=O)C(CC)n1cnc2c(nnn2-c2ccc(F)cc2)c1=O (centres undefined)	5	1	-2	-5	2	101	0.9	3	-4	-0.3
CC1CCN(CC(=O)Nc2cccc(C(=O)Nc3cccc(C(F)(F)F)c3)c2)CC1	0	nt	-3	-8	-44	114	-0.6	6	1	6.0
COCCN(C(=O)CSc1cc(C)c2ccccc2n1)c1c(N)n(CC(C)C)c(=O)[nH]c1=O	-7	4	2	-2	3	110	2.5	-20	4	-0.7
CCCC(=N)C1=C(O)CC(CC(C)SCC)CC1=O (centres undefined)	4	0	-6	3	10	nt	-0.1	-1	3	-2.1
CC(C)N(Cc1nnc(-c2ccccc2Br)o1)C(=O)c1cc(Cl)nc2ccccc12	-7	-5	-4	-3	4	96	0.3	4	0	-1.2
O=C1CCCN2N=C(SCC(=O)Nc3ccc([N+](=O)[O-])cc3)SC2=N1	-2	-1	-1	-2	7	105	1.0	-9	-3	-1.3
O=C(NCCN1CCCCCC1)C1CCN(S(=O)(=O)N2CCOCC2)CC1	-6	nt	6	-14	15	106	-0.3	-10	-4	-3.1
O=C(CSc1ncn(-c2ccccc2)n1)Nc1nc(-c2ccccc2)cs1	-2	0	3	-4	-10	101	-0.6	9	-2	2.2
Oc1ccccc1N=Nc1ccccc1O	-4	-1	-1	6	-28	104	-0.6	-2	0	4.1
C=CCNC(=O)c1onc(CSc2cccc(C)c2)c1C(=O)O	-1	-1	1	2	18	107	0.3	-3	1	-3.4
CC1CCCC(C)N1C(=O)COc1ccccc1F (centres undefined)	-1	0	5	-3	3	94	-1.3	12	-1	-0.5
O=C1C2C3C=CC(C4CC34)C2C(=O)N1/N=C/c1c[nH]c2ccccc12 (centres undefined)	-4	11	-1	-4	8	113	-0.1	-4	0	-1.5
CC(C)CNC(=O)C1c2ccccc2Oc2ccccc21	-4	-2	0	4	8	103	1.4	10	1	-1.6
CC(C)CC(c1nnnn1C1CCCCC1)N1CCN(c2ncccn2)CC1 (centres undefined)	3	-2	-2	6	2	nt	1.9	3	-1	-0.3
C[C@@H]1COC(=O)[C@H](Cc2ccc(F)cc2)C/C=C\C[C@@H](CC(=O)NCCO)C(=O)N1	-7	-2	5	0	12	104	-0.6	-2	-7	-2.2
CCCCCCNC(=O)C(C#N)c1nc2ccccc2nc1N1CCCC1 (centres undefined)	-1	nt	38*	5	8	111	1.0	1	-5	-1.4
CC(C(=O)Nc1cc(Cl)cc(Cl)c1)N1CCCC1 (centres undefined)	6	1	-2	5	1	88	-2.4	5	0	-0.2
CCCn1nc(NC(=O)c2ccncc2)c2cc3ccccc3nc21	-4	nt	4	-4	2	107	-0.4	6	0	-0.4
CCOC(=O)c1cnc(SC)nc1NCCOC	0	-1	2	5	9	98	0.6	-6	4	-1.8
CC(=O)C1CCC2C3CC(C)=C4CC(O)CCC4(C)C3CCC12C (centres undefined)	-1	-4	0	1	0	101	-1.0	0	-1	-0.1
CCc1ccc(C(=O)COC(=O)c2nn(C)c(=O)c3ccccc23)cc1	-2	2	4	4	12	119	0.5	12	-2	-2.5
NS(=O)(=O)c1cc2c(cc1Cl)NC(C(Cl)Cl)NS2(=O)=O (centres undefined)	-2	-4	3	9	5	92	2.4	1	-1	-0.9
COC(=O)c1ccc2nc(Nc3nc4ccc(F)cc4s3)sc2c1	0	-14	0	6	5	100	0.5	-5	-1	-1.1
COc1cc(C(=O)NC2CC(C)(C)CC(C)(C)C2)ccc1OC1CCN(C(C)=O)CC1	3	1	5	-1	15	121	1.9	-7	3	-2.9
COc1ccc(S(=O)(=O)Nc2cccc(-c3ccc(N4CCCCCC4)nn3)c2)cc1OC	-4	1	-6	2	6	nt	-0.1	-3	-4	-1.2
COc1ccc(S(=O)(=O)N2CCC3(CC2)OCCN3S(=O)(=O)c2c(C)cc(C)cc2C)cc1	-2	-3	-1	0	5	104	-0.1	-7	1	-1.1
Cc1cc(C)c(NC(=O)CC(=O)c2ccccc2)c(Cl)c1	-4	8	-4	4	13	98	0.4	-12	0	-2.9
O=C(COC(=O)c1cc[n+]([O-])cc1)NCC12CC3CC(CC(C3)C1)C2	-1	nt	9	-8	-2	104	-0.1	-4	3	0.3
Cc1cccc(C)c1OCc1cc(C(=O)N2CCCC2c2nonc2C)no1 (centres undefined)	-1	1	-7	0	1	nt	0.2	-2	-1	-0.1
N#Cc1ccc(CC(=O)c2ccccc2)[nH]c1=O	-1	8	-4	-3	3	92	6.8	7	-1	-0.6
O=C(c1cccc(N2CCCC2=O)c1)N1CCN(c2cccc(Cl)c2)CC1	-4	nt	2	1	15	110	-1.9	-9	-1	-3.0
Cc1ccc(C)c(NC(=S)c2nc3ccccc3s2)c1	-4	?	5	-6	-6	87	-0.5	14	0	1.1
COc1ccc(NC(=O)c2cc(=O)[nH]c(=O)[nH]2)cc1S(=O)(=O)Nc1ccccc1Cl	nt	-1	5	-3	1	113	nt	52	-1	-0.1
CCOC(=O)c1cc(S(=O)(=O)Nc2ccc(F)cc2F)cn1C	2	-3	-4	-8	14	nt	0.0	48	2	-2.6
Cc1c(NC(=O)CCSc2ccc(Cl)cc2)c(=O)n(-c2ccccc2)n1C	-2	nt	-1	-1	10	100	-0.5	11	-2	-2.2
O=C(c1ccccc1)C(CCC(CN1CCOCC1)C(=O)c1ccccc1)CN1CCOCC1 (centres undefined)	-128	nt	-5	-4	10	108	1.1	-4	3	-2.5
CC(=O)NC1CC2CCCC(C1)N2C(=O)Nc1cccc(Cl)c1 (centres undefined)	1	1	-2	-1	5	105	1.1	10	-1	-1.0
CCc1ccc(NC(=O)CC2C(=O)N(c3ccc(C)cc3)C(=O)N2C2CC2)cc1 (centres undefined)	-4	3	-3	-11	1	93	-1.1	8	0	-0.1
COc1ccc(/C=N/NC(=O)c2cccc(NC(=O)c3ccccc3Cl)c2)cc1	1	-1	-2	-1	9	nt	-0.9	-7	-2	-1.4
CCOC(=O)C1=C(C)N(c2nonc2NC(C)=O)C(N)=C(C#N)C1c1ccccc1F (centres undefined)	-3	-1	0	5	15	100	0.1	6	6	-2.5
COc1ccc(Cc2nnc(SCC(=O)N3CCCC3)o2)cc1	-4	?	0	-11	4	103	-0.7	4	0	-0.8
COC(=O)c1ccc(C(=O)OC)c(NC(=O)COC(=O)c2ccccc2OC)c1	-4	-2	10	-3	-13	-8.0*	5.1	10	-3	2.4
CCCCC(=O)N1CCN(c2nc3ccc(Cl)cc3s2)CC1	-7	16	8	3	-18	105	-0.2	-1	6	3.7
CCCCCCCCNC(=O)c1cnccn1	-2	-3	3	-1	1	124	-0.5	-3	2	-0.3
CCOC(=O)N1CCN(CC(=O)Nc2ccc(F)c(F)c2)CC1	3	0	5	-7	-5	110	-0.4	5	3	1.0
CCOC(=O)[C@H]1[C@H]2COc3ccc(C)cc3[C@@H]2N2C(=O)c3cc(Cl)ccc3NC(=O)[C@@]12C	-3	-3	9	-9	10	102	-1.2	-2	3	-1.8
COc1ccc(NC(=O)CCCSc2ccccc2)cc1	-6	-3	7	-4	-7	103	0.9	-25	-7	1.4
COC(=O)c1scc(S(=O)(=O)C(C)(C)C)c1-n1cccc1	5	1	-4	-1	6	115	-0.5	13	2	-1.1
COCCOc1cc(-n2ccnc2SC)c(Cl)cc1Cl	2	-1	-4	1	6	102	2.8	14	-1	-1.2
Cc1ccc(C(=O)NCC(=O)OCC(=O)c2ccc(C)c([N+](=O)[O-])c2)cc1	2	5	-5	-9	51*	nt	0.1	11	1	-9.9
O=C(CCc1ccccc1)Nc1ccc2c(c1)OCO2	-4	9	1	2	18	109	0.7	15	0	-3.5
CCCCCn1c(CN2CCN(CCO)CC2)nc2c1c(=O)n(C)c(=O)n2C	-5	-2	6	-5	8	118	0.2	6	2	-1.3
CCC(c1nc2ccccc2c(=O)n1CCN1CCOCC1)N1C(=O)c2ccccc2C1=O (centres undefined)	-1	-3	-3	-1	14	101	0.7	-5	-4	-2.7
Nc1nc(Cl)nc2c1ncn2[C@H]1C[C@H](O)[C@@H](CO)O1	-4	-4	-3	4	0	nt	-1.2	9	5	-0.1
Cc1ccsc1CNS(=O)(=O)c1ccc(F)cc1	-1	-1	2	-10	-6	nt	0.6	29	0	1.0
Cc1ccc(NC(=O)CN2CCC(NC(=O)C3CCCCC3)CC2)c(Br)c1	1	?	-1	1	16	103	0.0	11	-3	-3.5
Other records:
SMILES	Keap1 Nrf2 FP	Wnt bcat act	RTF Ca sens act	Cardiac RTF inh	OPRM1-OPRD1 inv	DSG3 Ab inh	C-LANA FP	Arrestin-AP2 inh	V-ATPase pHluor	MOR-DOR ag
CCc1cc(C(=O)Cc2cnn(-c3ccccc3)c2)c(O)cc1O	3	nt	-2	0	-5	97	-0.6	26	0	1.1
CC(/C=C1\SC(=S)N(NC(=O)c2ccccc2C)C1=O)=C\c1ccccc1	-3	nt	-4	4	10	nt	0.0	3	8	-1.9
CC(C)C(NC(=O)CN(c1ccc2c(c1)OCCO2)S(=O)(=O)c1ccccc1)C(C)C	-3	-3	9	-6	6	98	-0.1	12	3	-1.2
CCOC(=O)c1c(-c2ccco2)csc1NC(=O)COC(=O)c1cnccn1	-13	-1	-1	-1	1	107	0.8	7	0	-0.1
COc1cccc(-n2c(N)c(C(=O)Nc3c(C)n(C)n(-c4ccccc4)c3=O)c3nc4ccccc4nc32)c1	-4	0	0	2	-4	103	-0.5	18	-2	0.8
C/C(CCc1ccc2c(c1)OCO2)=N\N=C(/N)SC1CC(=O)N(c2ccc(Cl)cc2)C1=O (centres undefined)	-2	nt	0	-5	0	93	-0.4	10	5	-0.1
O=C(COc1ccccc1)Nc1ccncc1	1	2	1	-12	-2	91	-2.1	16	3	0.4
O=C(NC1CC1)C1=C[C@@H](c2ccccc2)C[C@@H](OCc2ccc(CO)cc2)O1	-1	3	1	-3	12	99	-0.4	-4	5	-2.1
Cc1nn(Cc2ccccc2)c(C)c1C(=O)Nc1ccc(N2CCOCC2)cc1	-7	1	-1	-2	-2	115	-0.9	6	4	0.4

No enrichment for hits; 3.1% or so of the library scored in one or more.
